# Assay outcomes as filed in PubChem.
# Mcl1-Noxa inh – Mcl-1/Noxa interaction inhibition | TR-FRET Mcl-1/Noxa peptide binding, 2 h | inhibition, % at 21.7 µM | 1.5% of 220,000 active | AID 1022;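 active means compounds that cut the protein-peptide binding signal by more than 50% relative to plate controls in a single-dose test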;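 further: His-tagged Mcl-1 with rhodamine Noxa BH3 peptide and terbium anti-His antibody; 0% = Mcl-1 plus Noxa peptide wells and 100% = peptide-only wells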
# Pf gamet viab – P. falciparum stage V gametocyte viability inhibition; P. falciparum stage V gametocytes, ATP luminescence, 24 h; inhibition, % at 10.9 µM; 0.065% of 150,000 active;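 active means inhibition above the mean plus 3 SD of compounds within the control limits, set per campaign, cut at about 38% in these data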;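 further: 0% = DMSO wells and 100% = medium only without gametocytes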
# Rab7 wt modul – dog Rab7 wildtype GTP binding, inhibitors and activators; GST-Rab7 beads, fluorescent GTP binding, flow cytometry; actives lie on both sides; untreated = 100%, excess cold GTP = 0%; GTP binding activity (percent of control), % at 10 µM; 0.055% of 190,000 active; AID 758;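 active means fluorescent GTP binding to Rab7 beads changed by at least 20 points from the 100% baseline, either direction, mostly lower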;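 further: median green fluorescence of bound Bodipy-FL-GTP per Rab7 bead population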
# Cdc42 wt – changes GTP binding to wildtype human Cdc42; P60953; GST-Cdc42 beads, Bodipy-GTP binding, flow cytometry; actives lie on both sides; 0.2% of 190,000 active; percent activity (GTP binding), % at 10 µM;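 active means percent activity GTP binding at least 20 points away from the 100% baseline, either down as inhibitor or up as activator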;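 further: median bead fluorescence of bound Bodipy-FL-GTP at 100 nM; 0% = excess unlabeled GTP control and 100% = no compound control; below 100% means less GTP binding so inhibitor and above means activator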
# HRas wt GTP bind – human HRas wildtype GTP binding, change in either direction. P01112. GST-Ras wt beads, Bodipy-FL-GTP binding, flow cytometry; actives lie on both sides. GTP binding activity, % at 10 µM. 0.14% of 190,000 active;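 active means GTP binding activity at least 20% away from the 100% baseline, either lowered as inhibitor or raised as activator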;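 further: 0% = unlabeled GTP competition control and 100% = no-compound control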
# ABCB1 inh – human ABCB1 inhibition, ABCG2 as counter-screen; inhibition, % at 6.6 µM; AID 1326; CCRF-Adr cells, JC-1 efflux, flow cytometry; 0.067% of 190,000 active; P08183; in the data active means inhibition above about 40%;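 further: 0% = vehicle and 100% = reference inhibitor; higher value means more JC-1 retained so stronger ABCB1 efflux block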
# Target sequence (P08183 whole entry, looked up): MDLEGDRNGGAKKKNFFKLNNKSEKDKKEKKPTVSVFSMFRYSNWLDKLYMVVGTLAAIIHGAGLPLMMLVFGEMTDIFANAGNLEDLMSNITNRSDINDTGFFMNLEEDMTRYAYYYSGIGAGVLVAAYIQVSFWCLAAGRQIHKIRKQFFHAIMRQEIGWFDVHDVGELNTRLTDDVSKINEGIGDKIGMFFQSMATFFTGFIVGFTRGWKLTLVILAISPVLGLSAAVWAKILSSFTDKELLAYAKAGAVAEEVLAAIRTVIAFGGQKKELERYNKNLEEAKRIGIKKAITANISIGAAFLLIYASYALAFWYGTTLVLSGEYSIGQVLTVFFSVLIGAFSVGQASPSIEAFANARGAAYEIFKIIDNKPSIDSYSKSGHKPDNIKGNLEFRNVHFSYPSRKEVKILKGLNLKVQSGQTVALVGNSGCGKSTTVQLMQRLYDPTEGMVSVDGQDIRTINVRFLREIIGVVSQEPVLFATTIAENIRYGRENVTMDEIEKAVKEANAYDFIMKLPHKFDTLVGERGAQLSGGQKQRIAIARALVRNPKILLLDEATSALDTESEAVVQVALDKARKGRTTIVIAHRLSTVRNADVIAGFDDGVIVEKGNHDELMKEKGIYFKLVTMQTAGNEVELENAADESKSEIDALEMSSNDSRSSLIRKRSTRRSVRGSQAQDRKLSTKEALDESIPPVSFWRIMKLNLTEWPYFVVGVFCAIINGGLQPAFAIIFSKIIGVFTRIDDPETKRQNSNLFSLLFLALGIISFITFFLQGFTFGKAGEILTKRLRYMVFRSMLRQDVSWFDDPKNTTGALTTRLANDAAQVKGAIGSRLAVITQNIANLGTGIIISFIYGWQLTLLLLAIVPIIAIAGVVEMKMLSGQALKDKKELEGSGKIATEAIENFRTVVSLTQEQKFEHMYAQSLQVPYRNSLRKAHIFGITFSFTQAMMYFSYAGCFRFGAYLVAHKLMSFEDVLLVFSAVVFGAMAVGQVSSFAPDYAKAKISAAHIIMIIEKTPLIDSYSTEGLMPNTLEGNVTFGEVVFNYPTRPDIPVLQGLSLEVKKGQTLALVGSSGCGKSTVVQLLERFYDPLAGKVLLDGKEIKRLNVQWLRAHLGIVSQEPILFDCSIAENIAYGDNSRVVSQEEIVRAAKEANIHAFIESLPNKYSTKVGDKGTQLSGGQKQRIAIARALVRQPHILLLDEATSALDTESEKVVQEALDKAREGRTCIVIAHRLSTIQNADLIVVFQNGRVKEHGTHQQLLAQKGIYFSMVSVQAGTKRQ
# Rab2 wt GTP – changes GTP binding to wildtype dog Rab2A, up or down; P61105; GST-Rab2 wt beads, Bodipy-GTP binding, flow cytometry; GTP binding activity, % at 10 µM; 0.19% of 190,000 active; AID 760;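 active means GTP binding activity at least 20 points away from 100%, either lowered or raised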;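 further: 0% = beads with excess unlabeled GTP and 100% = no-compound control corrected for plate trend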
# Rac1 wt GTP bind – alters GTP binding to wildtype human Rac1; GST-Rac1 beads, fluorescent GTP binding, flow cytometry; actives lie on both sides; 0 = cold GTP competed, 100 = untreated; GTP binding activity (% of control), % at 10 µM; 0.27% of 190,000 active; AID 757;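 active means GTP binding activity at least 20 points away from the 100% control level, either lower or higher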
# ABCG2 block – blocks JC-1 efflux by human ABCG2 transporter. Q9UNQ0. IgMXP3 cells, flow cytometry. inhibition, % at 6.6 µM. 0.1% of 190,000 active. AID 1325;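 active means inhibition above 80%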;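 further: 0% = DMSO and 100% = nicardipine control wells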
#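 Test system: ABCG2 IgMXP3 and barcoded ABCB1 CCRF-Adr cell mix; Schedule: cells with compound and JC-1, 10 min at 25 °C, rotating, no wash; Technique: flow cytometry of retained JC-1 fluorescence; Measure: % inhibition of efflux relative to nicardipine and DMSO; Controls: nicardipine high and DMSO low controls.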
# Rac1 act GTP bind – modulators of GTP binding to human Rac1 activated mutant | P63000 | GST-Rac1 activated beads, fluorescent GTP binding, flow cytometry; actives lie on both sides; 100% means binding = to untreated wells | percent activity (GTP binding), % at 10 µM | 0.11% of 190,000 active;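 active means GTP binding at least 20 percentage points away from the 100% baseline, in either direction, so actives lie on both sides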
# Avidin bead fluor – avidin bead compound fluorescence profile | fluorescence (KMESF) at 10 µM | Avidin beads, compound fluorescence 488/530 nm, flow cytometry; stronger effect = higher value | 0.38% of 220,000 active | AID 1775; in the data active means fluorescence above about 47; further: inactives centre near 10
# Numbers without * were called inactive; x = not tested or not shown.
SMILES,Mcl1-Noxa inh,Pf gamet viab,Rab7 wt modul,Cdc42 wt,HRas wt GTP bind,ABCB1 inh,Rab2 wt GTP,Rac1 wt GTP bind,ABCG2 block,Rac1 act GTP bind,Avidin bead fluor
O=P(/C(=N/O)N1CCCCC1)(N1CCOCC1)N1CCOCC1,11,-13,102,105,103,0.5,102,110,2,104,7
CCC/C(=N\O)c1c[nH]c2ccccc12,12,6,98,105,101,0.4,101,108,4,100,7
Cc1cccn2c(NCC3CCCO3)c(C(C)C)nc12 (stereo not given),19,27,100,100,101,0.1,101,103,2,101,4
COc1ccc(/C=C2\C(=O)NC(=S)N(C)C2=O)cc1C,49,-18,94,90,93,0.0,95,91,0,90,5
COc1ccc2c(CCN)c[nH]c2c1,6,x,104,106,106,0.1,104,107,0,102,11
O=c1[nH]c(=S)n(Cc2ccc(F)cc2)c(O)c1C=NCC1CCCO1 (stereo not given),14,-38,100,98,100,1.1,99,98,45,96,16
CCCOP(=O)(OCCC)C(NC(=O)c1ccccc1)=C(Cl)Cl,-8,-10,100,102,98,0.1,98,103,-1,97,20
CCOC(=O)CC(NC(=O)C(Cc1ccc(N(CCCl)CCCl)cc1)NC(C)=O)C(=O)OCC (stereo not given),-15,x,94,100,98,0.2,98,99,4,97,8
O=C(C(=O)N1CCOCC1)c1cn(CCCOc2ccccc2)c2ccccc12,15,x,95,96,95,1.1,95,97,25,95,8
CCCCn1c(=O)c(C=Nc2ccc(Cl)cc2)c(O)n(Cc2ccco2)c1=O,0,-13,95,104,98,-2.1,100,100,6,98,11
COc1ccc(OCC#CCN2CCC(C)CC2)cc1,14,-19,92,92,95,0.0,93,95,0,93,9
Cc1ccc(CN2CCN(Cc3ccccc3)CC2)cc1,10,-2,104,101,99,1.5,96,101,6,97,10
O=C1C(c2ccccc2)=C(N2CC2)c2ccccc21,-1,x,101,102,101,1.2,100,105,41,98,27
O=C(NC1CN2CCC1CC2)c1cc(Cl)c([N+](=O)[O-])c2nc[nH]c12 (stereo not given),1,-85,99,100,98,0.6,101,101,6,104,4
O=C1NC(=O)N(Cc2ccc(F)cc2)C(=O)/C1=C/c1cccs1,20,17,104,85,94,-1.3,93,91,-4,86,3
CCOC(=O)c1c(C)n(C(C)C)c2ccc(OC(=O)c3ccc(N4C(=O)CCC4=O)cc3)cc12,5,3,98,102,102,3.1,97,103,24,99,6
CCN1CCN(c2nc3c(c(=O)[nH]2)CCCC3)CC1,18,14,97,100,99,0.4,97,98,2,96,14
COC(=O)CCCNC(=O)CN1CC(c2ccccc2)CC1=O (stereo not given),-13,-1,96,103,103,0.3,104,100,1,101,6
Cc1nc2ccccc2c(=O)n1-c1cccnc1,9,-15,97,100,98,0.1,98,98,1,96,8
Cn1c(O)c(C(=NCCN2CCCCC2)c2ccccc2Cl)c(=O)n(C)c1=O,12,-28,100,103,100,2.2,101,105,0,99,25
CCN1CCN(c2cc(N3CCCC3)c(F)cc2[N+](=O)[O-])CC1,65*,8,100,103,101,0.9,103,105,23,101,12
CN(C)C(Cc1ccccc1)C(=O)c1cccs1 (stereo not given),18,x,92,95,95,0.1,95,95,1,96,7
O=c1[nH]c(O)c(N=Nc2cc([N+](=O)[O-])ccc2O)c(=O)[nH]1,-15,-11,101,94,98,-0.2,98,98,-1,93,12
C=CCn1c(O)c(C(C)=NCCN2CCOCC2)c(=O)[nH]c1=O,8,0,98,101,100,0.6,101,101,2,100,7
COc1ccccc1N1C(=O)NC(=O)/C(=C/c2ccc3c4c(cccc24)CC3)C1=O,15,1,99,101,100,-0.6,95,102,-2,95,11

# Part of the list above in a different format:
# Values run as follows: Mcl1-Noxa inh	Pf gamet viab	Rab7 wt modul	Cdc42 wt	HRas wt GTP bind	ABCB1 inh	Rab2 wt GTP	Rac1 wt GTP bind	ABCG2 block	Rac1 act GTP bind	Avidin bead fluor
- Cc1nc2ccccc2c(=O)n1-c1cccnc1
→ 9	-15	97	100	98	0.1	98	98	1	96	8
- Cn1c(O)c(C(=NCCN2CCCCC2)c2ccccc2Cl)c(=O)n(C)c1=O
→ 12	-28	100	103	100	2.2	101	105	0	99	25

# New compounds follow:
SMILES,Mcl1-Noxa inh,Pf gamet viab,Rab7 wt modul,Cdc42 wt,HRas wt GTP bind,ABCB1 inh,Rab2 wt GTP,Rac1 wt GTP bind,ABCG2 block,Rac1 act GTP bind,Avidin bead fluor
CN1c2ccc([N+](=O)[O-])cc2CC2(C(=O)NC(=O)N(c3ccc(Br)cc3)C2=O)C1c1ccccc1 (stereo not given),9,-32,93,98,95,-0.5,95,98,-2,95,12
O=C(CN1CCCCC1)NCC(=O)Nc1ccc(Br)cc1C(=O)c1ccccc1,5,-5,102,108,107,0.4,104,104,0,99,16
O=C(c1ccc2c(=O)n(Cc3ccc4c(c3)OCO4)c(=S)[nH]c2c1)N1CCC2(CC1)OCCO2,15,x,97,103,101,7.5,103,105,22,100,12
CCCCOCCCn1c(N)c(C(=O)OCCOC)c2nc3ccccc3nc21,14,-6,110,107,110,2.4,108,105,9,103,17
CNC(=O)N(C)c1nnc(C(C)(C)C)s1,3,12,96,103,104,0.6,105,101,3,102,12
O=c1[nH]c(=S)n(-c2ccccc2F)c(O)c1C=Nc1ccc(N2CCOCC2)cc1,-6,x,92,93,93,-0.1,95,95,6,97,20
O=C(c1ccc2c(c1)ncn2C1CCCCC1)N1CCC2(CC1)OCCO2,0,x,88,89,90,1.4,90,86,16,94,7
CC12CCCCC1=[N+]([O-])CN2O (stereo not given),-2,x,104,103,105,0.8,102,102,2,101,12
COc1ccc(C2NCc3ccc4c(c3-n3cccc32)OCO4)cc1O (stereo not given),15,x,100,100,98,1.5,98,99,5,96,11
CCOP(=O)(OCC)C(NC(=O)c1ccc(C)cc1)=C(Cl)Cl,16,-1,99,98,99,0.2,101,102,5,99,15
CCCCCCn1c(O)c(C=NC2CCN(Cc3ccccc3)CC2)c(=O)[nH]c1=O,-1,x,95,97,100,1.1,99,100,2,103,10
O=C1CC(N2CC=C(c3ccc(F)cc3)CC2)C(=O)N1c1ccc(F)cc1 (stereo not given),21,-24,101,101,102,0.3,99,99,4,99,29
Cn1c(O)c(C=Nc2ccccc2Sc2ccccc2)c(=O)n(C)c1=O,19,x,98,100,100,1.1,98,100,4,101,3
CSc1ccc(C(c2c(O)c3ccccc3oc2=O)c2c(C)n(C)n(-c3ccccc3)c2=O)cc1 (stereo not given),3,6,97,91,95,0.1,96,97,-3,91,9
Fc1ccc(CNCCc2ccccc2F)cc1,24,4,102,101,102,0.5,101,105,5,100,14
Cc1ccc(N2C(=O)/C(=C/N3CCN(C(=O)c4ccco4)CC3)C(=O)NC2=S)cc1C,8,x,100,101,103,0.1,100,98,0,94,17
CC(c1ccccc1)(c1ccccc1)c1ccncc1,25,x,102,101,106,0.0,104,102,0,103,14
Oc1c(Cl)cc(Cl)cc1CN1CCN(Cc2ccccc2)CC1,26,x,94,99,96,0.7,93,96,5,98,21
O=C(COc1ccc(Cl)cc1)N1CCN(Cc2ccccc2)CC1,-8,22,104,106,105,0.2,105,113,3,102,14
O=Cc1c(C(=O)O)n(Cc2ccccc2Cl)c2ccccc12,18,1,92,93,90,0.8,90,89,4,88,10
CCOC(=O)c1c(C)n(Cc2ccco2)c2c1cc(O)c1ccccc12,25,-18,102,105,103,0.6,102,114,5,101,6
O=c1[nH]c(=O)n(CCC2=CCCCC2)c(O)c1C=NC1CCN(Cc2ccccc2)CC1,12,11,105,105,104,0.6,103,107,1,104,7
Cc1nn(Cc2ccccc2)c(Cl)c1C(=O)OC(C)C(=O)Nc1ccc(F)cc1Cl (stereo not given),22,-4,99,99,98,0.6,96,101,6,96,11
COc1ccc(C2=NCC(=O)N(CC(=O)NCc3ccco3)c3sc4c(c32)CCCC4)cc1,15,x,101,98,100,-4.9,99,103,-2,97,11
CCC(=NCCC(c1ccccc1)c1ccccc1)c1c(O)[nH]c(=O)[nH]c1=O,-13,x,98,99,101,3.2,101,101,6,99,10

# Reformatted: 7 of the compounds above.
# Sequence of screens – Mcl1-Noxa inh, Pf gamet viab, Rab7 wt modul, Cdc42 wt, HRas wt GTP bind, ABCB1 inh, Rab2 wt GTP, Rac1 wt GTP bind, ABCG2 block, Rac1 act GTP bind, Avidin bead fluor
- CCOC(=O)CC(NC(=O)C(Cc1ccc(N(CCCl)CCCl)cc1)NC(C)=O)C(=O)OCC (stereo not given)
→ -15, x, 94, 100, 98, 0.2, 98, 99, 4, 97, 8
- O=C(C(=O)N1CCOCC1)c1cn(CCCOc2ccccc2)c2ccccc12
→ 15, x, 95, 96, 95, 1.1, 95, 97, 25, 95, 8
- CCCCn1c(=O)c(C=Nc2ccc(Cl)cc2)c(O)n(Cc2ccco2)c1=O
→ 0, -13, 95, 104, 98, -2.1, 100, 100, 6, 98, 11
- COc1ccc(OCC#CCN2CCC(C)CC2)cc1
→ 14, -19, 92, 92, 95, 0.0, 93, 95, 0, 93, 9
- Cc1ccc(CN2CCN(Cc3ccccc3)CC2)cc1
→ 10, -2, 104, 101, 99, 1.5, 96, 101, 6, 97, 10
- O=C1C(c2ccccc2)=C(N2CC2)c2ccccc21
→ -1, x, 101, 102, 101, 1.2, 100, 105, 41, 98, 27
- O=C(NC1CN2CCC1CC2)c1cc(Cl)c([N+](=O)[O-])c2nc[nH]c12 (stereo not given)
→ 1, -85, 99, 100, 98, 0.6, 101, 101, 6, 104, 4

# (further entries)
SMILES,Mcl1-Noxa inh,Pf gamet viab,Rab7 wt modul,Cdc42 wt,HRas wt GTP bind,ABCB1 inh,Rab2 wt GTP,Rac1 wt GTP bind,ABCG2 block,Rac1 act GTP bind,Avidin bead fluor
CC(=NCCCN1CCOCC1)c1c(O)n(Cc2ccccc2)c(=O)[nH]c1=O,17,x,103,105,101,0.9,100,111,16,100,34
O=c1[nH]c(=O)n(Cc2ccc(F)cc2)c(O)c1C=NCCN1CCCCC1,-3,-27,98,101,99,-0.1,100,100,0,98,24
CN1CCN(c2ccc([N+](=O)[O-])c(NCc3ccco3)c2)CC1,27,-17,97,104,100,1.8,98,106,20,98,14
OC(c1ccc(F)cc1)C(c1ccccc1)N1CCOCC1 (stereo not given),5,7,101,108,102,-0.7,102,109,-3,103,32
COc1ccc(C(=O)C(Cc2ccccc2)N(C)C)cc1 (stereo not given),5,x,98,102,100,0.2,99,102,3,99,8
CCOC(=O)C1CCN(/C=C2/C(=O)NC(=S)N(c3cccc(OC)c3)C2=O)CC1,0,-8,103,94,97,-0.2,97,98,0,97,11
COc1ccc(-n2cnc3cc(C(=O)N4CCC5(CC4)OCCO5)ccc32)cc1,-14,-25,95,98,96,0.0,98,96,15,97,6

# Not all compounds are listed. The share of hits here may be higher or lower than overall.
